High-throughput results as filed in PubChem.
IDE inh: inhibits human insulin-degrading enzyme in HEK cells; P14735; FAbetaB cleavage, fluorescence polarization; 0.41% of 320,000 active; inhibition, % at 5.59 µM;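 active = percent inhibition above the average of all tested compounds plus 3 SD, set per screening campaign, cut at about 16% in these data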;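 also: IDE supplied by intact live HEK cells; FP after avidin binding of uncleaved biotin substrate so inhibition keeps polarization high; 0% = DMSO wells and 100% = 60 µM reference IDE inhibitor Ii1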
CHRM5 agonist: CHRM5 agonism in calcium assay. CHO-K1 hM5 cells, Fluo-8 calcium fluorescence; 0% DMSO wells, 100% maximal acetylcholine response. activation, % at 3 µM. 0.19% of 360,000 active. AID 624037;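 active = activation above the run's mean over test compounds plus 3 SD, cut at about 23% in these data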;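 also: signal is peak over basal fluorescence ratio across the kinetic read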
Target sequence (P08912 whole entry, looked up): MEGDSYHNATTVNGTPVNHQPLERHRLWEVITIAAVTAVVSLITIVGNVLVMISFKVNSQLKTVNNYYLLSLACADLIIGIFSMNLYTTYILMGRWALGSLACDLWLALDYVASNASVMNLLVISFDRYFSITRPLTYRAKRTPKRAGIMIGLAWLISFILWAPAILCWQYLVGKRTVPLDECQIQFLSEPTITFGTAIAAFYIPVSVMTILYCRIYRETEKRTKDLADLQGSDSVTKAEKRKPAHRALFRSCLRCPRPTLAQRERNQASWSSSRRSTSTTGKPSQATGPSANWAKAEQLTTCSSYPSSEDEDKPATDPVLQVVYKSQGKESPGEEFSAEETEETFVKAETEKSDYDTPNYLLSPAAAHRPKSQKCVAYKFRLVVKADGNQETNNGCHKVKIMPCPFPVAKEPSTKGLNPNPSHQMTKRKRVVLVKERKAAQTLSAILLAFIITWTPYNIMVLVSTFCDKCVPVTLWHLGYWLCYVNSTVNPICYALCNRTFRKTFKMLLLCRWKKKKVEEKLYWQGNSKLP
M4 ag: CHRM4 agonism in calcium assay; P08173; 0.14% of 360,000 active; AID 624127; activation, % at 3 µM; CHO-K1 hM4/Gqi5, Fluo-8 calcium fluorescence; vehicle 0%, full acetylcholine response 100%;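 active = activation above the run mean over all test wells plus 3 SD, cut at about 32% in these data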;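 also: peak over basal fluorescence ratio per well then scaled between controls; 0% = DMSO wells and 100% = acetylcholine at EC100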
Target sequence (P08173 whole entry, looked up): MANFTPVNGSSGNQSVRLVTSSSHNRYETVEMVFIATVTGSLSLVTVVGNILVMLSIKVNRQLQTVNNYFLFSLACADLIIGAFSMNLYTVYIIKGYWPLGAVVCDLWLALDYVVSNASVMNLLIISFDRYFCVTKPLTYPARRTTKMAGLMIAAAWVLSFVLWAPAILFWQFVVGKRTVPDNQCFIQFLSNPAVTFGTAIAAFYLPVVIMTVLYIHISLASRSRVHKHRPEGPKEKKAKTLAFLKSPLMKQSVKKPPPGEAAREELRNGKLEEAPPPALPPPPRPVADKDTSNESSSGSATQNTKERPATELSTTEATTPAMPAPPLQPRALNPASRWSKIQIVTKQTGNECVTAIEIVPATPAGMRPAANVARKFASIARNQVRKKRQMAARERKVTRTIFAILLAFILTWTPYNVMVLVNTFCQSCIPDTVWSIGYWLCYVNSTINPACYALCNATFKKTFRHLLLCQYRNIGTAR
CHRM5 PAM: positive allosteric modulators of human muscarinic M5 receptor. P08912. CHO-K1 hM5, Fluo-8 calcium, ACh EC20 PAM; 0% = ACh EC20, 100% = ACh EC100. activation, % at 3 µM. 0.3% of 360,000 active;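 active = activation above the run cutoff, the mean activation of all test compounds plus 3 SD, cut at about 18% in these data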
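System: CHO-K1 cell line with stable human muscarinic M5 receptor expression | Also added: EC20 acetylcholine as agonist stimulus | Compound: One concentration, 3 µM final (nominal) | Timing: Fluo-8 loading 80 min at 37 °C plus 30 min room temperature | Measured by: Fluo-8 calcium dye fluorescence, kinetic read | Read-out basis: % activation, ACh-normalized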
CHRM4 PAM: positive allosteric modulators of human muscarinic M4 receptor; P08173; CHO-K1 hM4/Gqi5, Fluo-8 calcium fluorescence, ACh EC20; 0% = ACh EC20, 100% = maximal ACh; activation, % at 3 µM; 0.4% of 360,000 active;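 active = activation above its plate's cutoff, the mean activation of sample wells plus 3 SD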; also: some results filed as inactive read as strong as hits
M5 antag: blocks acetylcholine activation of human M5 receptor. CHO-hM5 cells, Fluo-8 calcium fluorescence, ACh EC80. inhibition, % at 3 µM. 0.59% of 360,000 active. P08912. AID 624040;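 active = inhibition above a per-plate cutoff, the mean of that plate's test compounds plus 3 SD, cut at about 27% in these data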;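 also: 0% = acetylcholine EC80 with DMSO and 100% = DMSO without agonist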
CRFR2-BP antag: antagonists of CRF-binding protein/CRF-R2 receptor complex. 0.59% of 350,000 active. AID 588475. HEK293 CRF-R2/CRF-BP, CRF-induced calcium fluorescence. inhibition, % at 11.8 µM;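 active = inhibition of the ligand-induced calcium signal above about 50% at the single tested concentration, limit read from the data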
CHRM4 antagonist: blocks acetylcholine activation of human M4 receptor. P08173. CHO-hM4 cells, ACh EC80, Fluo-8 calcium fluorescence. inhibition, % at 3 µM. 0.73% of 360,000 active. AID 624125;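 active = inhibition above its plate's cutoff, the mean inhibition of sample wells plus 3 SD, cut at about 27% in these data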;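 also: 0% = acetylcholine EC80 with DMSO and 100% = DMSO without agonist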
CRFBP-R2 agonist: CRF-BP/CRF-R2 complex agonism; activation, % at 13.2 µM; HEK293 CRF-R2/CRF-BP, calcium dye fluorescence (FLIPR); percent of saturating CRF peptide response; 0.46% of 350,000 active; AID 588473;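 active = activation of at least 50%, plus an integration ratio under a set limit after plate pattern correction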;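 also: plate controls were neutral control wells without compound for no effect and CRF at EC100 for full effect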
The depositor's hits bear a star; x = no result given. Not a hit list. About 2.9% of those tested had a hit in this group.

SMILES	IDE inh	CHRM5 agonist	M4 ag	CHRM5 PAM	CHRM4 PAM	M5 antag	CRFR2-BP antag	CHRM4 antagonist	CRFBP-R2 agonist
CCN(CC(=O)Nc1c(F)cccc1F)C(=O)c1ccc(C(=O)c2ccccc2)cc1	-2	5	7	-1	17	10	-2	-3	0.6
COc1ccc(Cl)cc1Nc1nc(C)cc(C)c1C(N)=O	6	-3	0	-4	4	-1	24	7	0.7
O=c1c2ccccc2ncn1-c1cccc(Cl)c1	2	-3	0	6	4	-3	-4	-4	-3.0
COCCN(Cc1ccccc1)C(=O)c1ccc2c(=O)n3c(nc2c1)CCC3	2	2	1	-2	12	8	0	-3	0.0
COc1ccc(NC2CCCN(Cc3cccc4cnccc34)C2)cc1OC (configuration not stated)	2	-3	2	-4	2	-1	1	-10	1.3
CCC(=O)NCCc1nc2cc(NC(=O)c3ccc(F)cc3)ccc2n1C	8	-2	1	1	2	7	15	6	-0.3
Cc1ccc(-c2c[n+](=O)c3c(n2[O-])CCC3)cc1	2	-3	1	-2	10	7	-15	-7	-1.2
COC(=O)c1ccc(C(=O)OC)c(NC(=O)CN(C)Cc2ccc(Cl)c(Cl)c2)c1	7	-2	0	0	0	-11	-37	-2	-0.3
Cc1ccc(C2(C(F)(F)F)NC(=O)N3N=C4CCCCCN4C3=C2C#N)cc1 (configuration not stated)	7	0	0	-5	-3	8	43	11	9.9
COCCn1c(SCc2cc(=O)n3ccsc3n2)nnc1-c1ccncc1	2	-1	1	4	-1	4	17	1	0.4
C=CC[C@@H](CC(=O)N[C@H](CO)Cc1ccccc1)C(=O)N[C@@H](COC(=O)[C@H](CC=C)CC(=O)OC(C)(C)C)Cc1ccccc1	2	0	12	-11	-7	13	12	10	-1.4
CCc1cc(=O)oc2cc(OC(=O)c3ccco3)ccc12	-6	-3	0	1	3	0	7	0	-1.3
CC(C)(C)C(=O)N/C(N)=N/c1nc2ccccc2o1	-2	1	7	-9	-5	12	4	-4	0.9
Cc1csc(/N=C/N(C)C)c1C#N	7	-5	2	-10	10	20	23	-3	-0.9
O=c1c2c3nc4ccccc4nc3n(/N=C/c3ccccn3)c2ncn1-c1ccccc1	-3	0	1	9	1	0	19	0	-6.0
O=C(/C=C/c1ccc(N2CCCCC2)c([N+](=O)[O-])c1)c1ccc(S(=O)(=O)N2CCCC2)cc1	-2	0	2	2	6	-6	-2	5	-2.0
CCOc1cc(-c2cn(S(=O)(=O)c3cccc4nsnc34)nc2N)cc(OCC)c1OCC	-1	-5	-1	11	3	2	70*	2	-1.5
FC(F)(F)c1cnc(N2CCC(=NOCc3ccc(Cl)cc3)CC2)c(Cl)c1	3	0	0	6	5	0	-4	1	22
Nc1ccccc1C(=O)N1O[C@@H]2C=C[C@H]1CC2	x	1	1	-1	-2	-6	-1	-4	-1.5
CCOC(=O)c1sc(NS(=O)(=O)c2ccc(F)cc2)nc1C	4	1	0	-2	-3	7	29	-1	-1.3
S=C(NC1CCCC1)N1CCN(C/C=C/c2ccccc2)CC1	3	-3	12	-15	-7	6	-1	-17	0.0
CC(C)(C)SCCNC(=O)CN(c1ccccc1)S(=O)(=O)c1ccccc1	-1	0	2	-7	-1	-7	-25	4	3.5
COc1ccc(N2C(=O)C3CCCN3C2c2ccc(C)cc2)cc1Cl (configuration not stated)	3	-3	1	2	10	-4	-5	-6	-3.9
CC(=O)Nc1cc2c(cc1NC(=O)Cn1nc(-c3ccc4c(c3)OCCO4)ccc1=O)OCCO2	-2	-1	0	1	6	4	-14	-3	1.5
O=C(c1ccccc1)[C@H]1CC=CC[C@H]1C(=O)O	2	2	0	-3	5	-1	-8	12	0.4
C[C@@H](NC(=O)c1nc[nH]c1C(=O)NCC(=O)OC(C)(C)C)c1ccccc1	-1	1	7	-5	-2	3	-12	-13	-1.3
CCCSc1ncc(Cl)c(C(=O)Nc2ccc(S(=O)(=O)Nc3ncccn3)cc2)n1	-5	-2	0	-3	1	11	-7	2	-2.0
O=C1CCCC/C=C\C[C@H](CC(=O)N(CCO)Cc2ccccc2)C(=O)NC[C@H](c2ccccc2)O1	2	1	4	2	0	-1	4	-11	-2.3
Cc1ccc(NC(=O)CN2CCC(C(=O)c3ccc4c(c3)OCCO4)CC2)cc1	-2	-9	3	1	-3	8	-17	-2	-0.6
Cc1ccc(C2(CC(=O)Nc3nccs3)CCOC(C(C)C)C2)cc1 (configuration not stated)	3	-2	0	-4	6	4	3	1	1.8
Cc1ccc(OP(=O)(Nc2c(C)n(C)n(-c3ccccc3)c2=O)Oc2ccc(C)cc2)cc1	-3	12	10	-7	-4	11	-27	-1	-0.3
COc1cccc(-c2cccc(NC(=O)C3CCN(C4CCOCC4)CC3)c2)c1	6	-6	0	1	0	-1	1	-6	-1.2
CCCCc1ccc(NC(=O)CSC2=C(C#N)C(c3ccco3)C3=C(CCCC3=O)N2)cc1 (configuration not stated)	1	-1	2	-3	1	5	20	3	2.1
CCOC(=O)C1(O)CC(C)=NN1C(=O)c1cccc(Br)c1 (configuration not stated)	-1	1	1	12	10	-2	5	-9	-1.0
COc1ccc(S(=O)(=O)NC2(C(F)(F)F)N=C(c3ccccc3)NC2=O)cc1 (configuration not stated)	1	1	1	0	1	2	-1	7	1.8
CCOC(=O)c1[nH]c(C)c(C(=O)NCCCOC(C)C)c1C	-3	-2	0	0	3	6	-6	6	0.6
Cc1cc(Cl)cc(Cl)c1OCCN1CCCC1	6	-16	2	24*	-1	-19	4	-15	-0.5
Cc1nnc(SCc2nc3scc(-c4ccccc4)c3c(=O)[nH]2)s1	1	2	5	-6	0	9	10	-5	-0.4
O=C(O)CCCNc1ccc(S(=O)(=O)Nc2ccccc2C(=O)O)cc1C(=O)O	5	2	1	-6	4	6	-1	-5	-3.6
COc1ccc(/C=N/NC(=O)c2[nH]ncc2Br)c(OC)c1	-1	1	0	-4	3	2	3	-4	-2.5
CCn1nc(C(=O)NNC(=O)C(Cc2ccccc2)NC(N)=O)c2ccccc2c1=O (configuration not stated)	-3	2	0	3	6	19	2	1	6.7
Cc1ccc(NC(=O)CSc2nc3c(cc2C#N)C(=O)CCC3)cc1S(=O)(=O)N(C)C	4	2	1	2	-5	-7	8	-4	0.5
CC1CCCCN1CCCNc1ccc(C(CC(N)=O)NC(=O)Cc2ccc(Br)cc2)cc1[N+](=O)[O-] (configuration not stated)	-3	-11	-1	2	5	-4	-4	-20	-0.8
C=CCNC(=S)NNC(=O)c1cc(Cl)ccc1OC	1	2	1	-2	-2	2	8	-3	-1.2
CCc1ccc(-n2c(=S)sc3c(=O)n(-c4ccccc4C)c(SCC(=O)O)nc32)cc1	2	0	-1	5	6	3	4	-17	-1.4
CCOc1ccc(N2C(=O)/C(=C\c3ccccc3OC)S(=O)(=O)C2c2cccc([N+](=O)[O-])c2)cc1 (configuration not stated)	6	-8	2	-5	-9	5	4	14	2.7
CC1c2cc3c(cc2CCN1C(=O)c1cccc(F)c1)OCCCO3 (configuration not stated)	7	-3	4	11	-2	-13	-8	-3	-2.1
Cc1ccc(SCCC(=O)NCC2CCCO2)cc1 (configuration not stated)	-2	-5	1	7	2	-7	-22	-10	-0.7
CCn1cc(C(=O)NCCO)c(=O)c2cc(F)c(N3CCN(C)CC3)cc21	3	0	0	-4	-4	12	-3	17	-1.5
COC(=O)c1c(NC(=O)c2ccccc2[N+](=O)[O-])sc2c1CC(C)(C)NC2(C)C	1	0	1	-1	2	-6	-14	5	-5.4
COc1ccc(C(=O)NNC(=O)c2cccc3ccccc23)cc1	x	-1	1	0	-1	10	-6	0	-1.3
O=C(CCCCCN1C(=O)CCC1=O)Nc1ccc2c(c1)OCO2	1	0	0	0	8	-1	21	-8	6.7
O=C(CN1C(=O)NC2(CCCC2)C1=O)OCc1cc(=O)n2cc(Br)ccc2n1	1	2	1	9	12	-9	-11	-5	-0.1
Cc1ccc(NC(=O)CSc2ccc(-c3ccccn3)nn2)cc1	-4	2	3	-1	2	2	2	-8	-6.0
CNc1cncc(-c2ccc(CN3CCOCC3)cc2)n1	x	-1	0	-6	-2	2	x	0	x
COc1ccc(-c2cc(C(=O)NCCCN3CCOCC3)on2)cc1OC	-3	-2	0	10	4	-5	-1	-24	0.3
Cc1ccc(C)c(OCCC(=O)OCc2csc(CC(=O)Nc3ccccc3C)n2)c1	x	-1	6	-7	-3	6	2	1	-0.7
O=C(/C=C/Nc1ccc(F)c(Cl)c1)c1ccco1	-2	0	2	-3	10	-4	6	1	-1.5
CSc1nnc(C)c(/C=C/Nc2ccc(F)cc2F)n1	2	-3	3	-2	10	2	1	-2	1.1
CN(C)CCCNS(=O)(=O)c1ccc(NC2CCCCCC2)c([N+](=O)[O-])c1	3	0	14	-7	-7	2	-6	7	0.2
(list continues)
SMILES	IDE inh	CHRM5 agonist	M4 ag	CHRM5 PAM	CHRM4 PAM	M5 antag	CRFR2-BP antag	CHRM4 antagonist	CRFBP-R2 agonist
COc1ccc(C(=O)/C=C/c2ccc(N(C)C)cc2)c(OC)c1	82*	146*	114*	-30	-17	52*	-56	36*	103*
COCCCNCC(=O)Nc1sc(C)c(C)c1C(=O)OC	-4	-2	0	13	-1	-6	6	7	-2.4
COCc1nc(-c2cc(Br)ccc2OC)no1	-2	-1	1	4	13	-7	-13	2	0.2
CCCCCN(C(=O)CCC(=O)OCC(=O)N(C)c1ccccc1)c1c(N)n(CCCC)c(=O)[nH]c1=O	0	-2	0	-1	1	6	3	-3	1.3
CC(c1nccs1)N(C)C(=O)CCc1nnc(-c2ccc(-c3ccccc3)cc2)o1 (configuration not stated)	25*	0	13	-6	-27	3	-4	14	0.9
COC1CC(N)C2OC(c3ccccc3)OCC2O1 (configuration not stated)	x	-1	-1	-1	1	2	15	-7	4.9
COC(=O)[C@@H](NC(=O)NC(C)CCc1ccccc1)C(C)C (some centres not stated)	-4	-2	0	0	2	-5	-1	-2	0.1
Cc1ccc(NC(=O)c2ncn(CC(=O)NCc3ccccc3)n2)cc1C	x	0	1	3	0	-7	3	-2	-6.3
CCOC(=O)c1cc(-c2ccccc2)nn1CC1CC(c2ccc(OC)cc2)=NO1 (configuration not stated)	2	-6	6	-10	-8	20	-5	15	7.5
COc1cccc(NC(=O)NC2CCCCC2C)c1 (configuration not stated)	-1	2	5	1	-11	-12	8	-2	1.3
COc1cccc(OCc2cc(C3Nc4ccccc4C(=O)N3Cc3ccco3)ccc2OC)c1 (configuration not stated)	x	-2	-1	-6	-5	1	8	18	1.9

Reprinted from above, 2 compounds:
SMILES	IDE inh	CHRM5 agonist	M4 ag	CHRM5 PAM	CHRM4 PAM	M5 antag	CRFR2-BP antag	CHRM4 antagonist	CRFBP-R2 agonist
COc1ccc(C(=O)/C=C/c2ccc(N(C)C)cc2)c(OC)c1	82*	146*	114*	-30	-17	52*	-56	36*	103*
COCCCNCC(=O)Nc1sc(C)c(C)c1C(=O)OC	-4	-2	0	13	-1	-6	6	7	-2.4

Part of the list above, showing only CHRM5 agonist.
SMILES	CHRM5 agonist
COC1CC(N)C2OC(c3ccccc3)OCC2O1 (configuration not stated)	-1
COC(=O)[C@@H](NC(=O)NC(C)CCc1ccccc1)C(C)C (some centres not stated)	-2
Cc1ccc(NC(=O)c2ncn(CC(=O)NCc3ccccc3)n2)cc1C	0
CCOC(=O)c1cc(-c2ccccc2)nn1CC1CC(c2ccc(OC)cc2)=NO1 (configuration not stated)	-6
